Neddyl block – inhibitors of human cullin neddylation | P61081+Q13564 | TR-FRET cullin neddylation, biochemical | calls only at 25 µM | 0.58% of 360,000 active | AID 651699; in the data active = inhibition above about 36%
Target sequence (P61081 whole entry, looked up): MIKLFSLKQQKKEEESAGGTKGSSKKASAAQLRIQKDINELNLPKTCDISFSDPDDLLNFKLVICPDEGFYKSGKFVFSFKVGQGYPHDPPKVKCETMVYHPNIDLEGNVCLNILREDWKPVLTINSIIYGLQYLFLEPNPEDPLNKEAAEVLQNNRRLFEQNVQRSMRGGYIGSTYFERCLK
Target sequence (Q13564 whole entry, looked up): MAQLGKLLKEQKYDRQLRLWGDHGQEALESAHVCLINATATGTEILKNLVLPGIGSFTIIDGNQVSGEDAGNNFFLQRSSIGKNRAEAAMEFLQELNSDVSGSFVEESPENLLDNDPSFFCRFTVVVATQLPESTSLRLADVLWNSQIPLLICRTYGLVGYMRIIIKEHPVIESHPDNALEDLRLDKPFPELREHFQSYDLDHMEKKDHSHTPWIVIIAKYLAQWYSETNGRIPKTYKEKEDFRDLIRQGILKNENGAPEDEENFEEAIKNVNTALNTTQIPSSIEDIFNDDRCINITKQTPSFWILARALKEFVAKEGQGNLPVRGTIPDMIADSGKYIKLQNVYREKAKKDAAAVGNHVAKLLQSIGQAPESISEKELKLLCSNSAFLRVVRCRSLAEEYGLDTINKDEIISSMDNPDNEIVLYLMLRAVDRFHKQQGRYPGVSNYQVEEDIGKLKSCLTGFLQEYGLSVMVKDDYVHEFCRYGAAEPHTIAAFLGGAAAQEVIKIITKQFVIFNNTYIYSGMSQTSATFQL
LMPTP inh – blocks human LMPTP phosphatase. P24666. recombinant LMPTP-A, OMFP fluorogenic substrate, fluorescence intensity. inhibition, % at 20 µM. 0.22% of 360,000 active. AID 651560;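 active = compounds that cut the enzyme signal by at least half of the control window in the single-dose screen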;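 also: plate controls were DMSO wells with enzyme plus substrate for no effect and substrate without enzyme for full effect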
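Assay system: LMPTP-A enzyme. Input: 0.625 nM LMPTP-A final. Probe or stimulus: 400 µM OMFP. Compound dosing: single 20 µM dose. Schedule: 50 min dark incubation at room temperature. Detection: fluorescence intensity of OMFP turnover product. Read-out: percent inhibition versus substrate-only and uninhibited controls. Benchmarks: no-enzyme low control, uninhibited high control.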
Scp1 inh – blocks human Scp-1 phosphatase activity; Recombinant Scp1, phosphopeptide, malachite green phosphate absorbance; inhibition, % at 20 µM; Q9GZU7; 0.88% of 340,000 active; AID 493091;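 active = inhibition above about 50% at 20 µM, limit read from the data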;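 also: plate controls were DMSO wells with enzyme for no effect and wells lacking enzyme for full effect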
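Times: enzyme reaction 45 min at room temperature, colour 5 min, stabilisation 30 min. Material: SCP-1 catalytic fragment, aa 76-261. Medium: Acidic Tris acetate buffer with magnesium and detergent. Signal: colorimetric free-phosphate detection, absorbance 630 nm. Read-out basis: % inhibition of SCP-1 phosphate liberation. Reagent: Phosphorylated 17-residue peptide substrate.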
NadD inh – NadD (S. aureus) enzyme inhibition | purified NadD enzyme, colorimetric absorbance read-out | inhibition, % at 20 µM | 0.78% of 360,000 active | AID 602399; in the data active = inhibition above about 26%; also: some compounds past the cut are filed as inactive
Rpn11 block – inhibitors of human proteasome Rpn11; human 26S proteasome, Ub4-pepOG fluorescence polarization; 20S core pre-blocked with epoxomicin; O00487; calls only at 20 µM; 0.59% of 360,000 active;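 active = inhibition at 20 µM, scaled to each plate's controls, above about 33%, limit read from the data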
Target sequence (O00487 whole entry, looked up): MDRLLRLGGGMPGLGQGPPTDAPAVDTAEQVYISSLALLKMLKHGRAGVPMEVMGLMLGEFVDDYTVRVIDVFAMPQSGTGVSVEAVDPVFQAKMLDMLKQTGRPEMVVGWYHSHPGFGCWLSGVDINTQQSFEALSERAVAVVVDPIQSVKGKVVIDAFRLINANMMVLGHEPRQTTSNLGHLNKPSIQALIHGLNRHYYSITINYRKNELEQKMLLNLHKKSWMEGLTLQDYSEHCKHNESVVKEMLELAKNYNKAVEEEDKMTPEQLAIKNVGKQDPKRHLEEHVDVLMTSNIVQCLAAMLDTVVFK
DNMT1 inh – inhibitors of human DNMT1; 0.83% of 360,000 active; DNMT1 molecular beacon, Hinp1I cleavage, fluorescence; inhibition (reported as % activation of signal), % at 10 µM; P26358; in the data active = inhibition above about 50%
STEP inh – STEP (human) phosphatase inhibition; recombinant STEP, OMFP fluorogenic substrate, fluorescence; inhibition, % at 20 µM; 0.25% of 360,000 active; AID 588621;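 active = inhibition at 20 µM, scaled per plate between control wells, above about 37%, limit read from the data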;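 also: 0% = DMSO with enzyme and substrate and 100% = substrate only without enzyme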
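Assay system: isolated STEP enzyme / Timing: 20 min at room temperature, dark / Doses: 20 µM, 1% DMSO / Technique: fluorescence intensity, excitation 480 nm, emission 540 nm / Reagent: fluorogenic phosphatase substrate OMFP at 25 µM final / Measure: percent inhibition scaled to no-enzyme and uninhibited-enzyme controls, plate-pattern corrected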
CSN deneddyl inh – inhibitors of human CSN-mediated cullin deneddylation; AID 651999; Q92905; Purified CSN, SCF-Nedd8-OG deneddylation, fluorescence polarization; inhibition, % at 12.5 µM; 0.38% of 360,000 active;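 active = pattern-corrected inhibition above about 35%, with an unprinted fluorescence ratio check between 0.5 and 1.5, limit read from the data, passing the limit was not always enough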;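 also: 0% = enzyme with substrate and 100% = substrate without enzyme; some results filed as inactive read as strong as hits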
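assay system = purified human Csn5 enzyme expressed in HEK293T cells | amount = 0.24 nM enzyme | buffer or medium = Tris/NaCl/DTT buffer, pH 7.5 | reagent = 10 nM SCFSkp2-Nedd8OG | compound = one concentration, 12.5 µM, 0.25% DMSO | times = 90 min reaction at room temperature | signal = FP | read-out basis = % inhibition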
Rin1 Abl inh – blocks binding of human Rin1 to Abl | 0.4% of 360,000 active | inhibition, % at 7.35 µM | P00519+Q13671 | TR-FRET Rin1/Abl binding, biochemical; in the data active = inhibition above about 5%, passing the limit was not always enough
SUMO1-SIM PPI – modulators of human SUMO1-mediated protein-protein interactions. P63165. SUMO1 binding to a labelled peptide, TR-FRET, 1 h. inhibition, % at 20 µM. 0.33% of 360,000 active. AID 602429; in the data active = inhibition above about 37%
Starred values were filed as active, the others as inactive; i = inactive; nt = no result given.

Compound | Neddyl block | LMPTP inh | Scp1 inh | NadD inh | Rpn11 block | DNMT1 inh | STEP inh | CSN deneddyl inh | Rin1 Abl inh | SUMO1-SIM PPI
O=C(CNCC1CCCO1)Nc1ccc([N+](=O)[O-])cc1C(=O)Nc1ccccc1F (configuration not stated) | i | 1.3 | -8.4 | -2.4 | i | -0.3 | 11.9 | 5.4 | 0.5 | -35.2
Cc1ccc(/C(N)=N/OC(=O)N2CCOCC2)cc1 | i | -1.2 | -2.7 | -1.6 | i | 2.8 | 2.8 | 6.7 | -2.6 | 3.5
CC(=O)c1sc(NC(=O)c2cc3c(C)nn(-c4ccccc4)c3s2)nc1C | i | 0.6 | 0.5 | -9.4 | i | 1.9 | -2.7 | 0.2 | 3.0 | 0.9
CCN(C[C@H]1N[C@@](Cc2ccccc2)(C(=O)OC)[C@H]2C(=O)N(C)C(=O)[C@@H]12)C(=O)Nc1ccc(C(F)(F)F)cc1 | i | -1.1 | -10.9 | 7.1 | i | 3.3 | -1.3 | -1.0 | 0.1 | 2.7
O=C(c1cc2ccccc2cc1O)N1CCCC(C(F)(F)F)C1 (configuration not stated) | i | 0.3 | 18.4 | 0.8 | i | 7.9 | 0.4 | 2.8 | 0.3 | 4.7
COc1ccc(Cl)cc1NC(=O)N(C)Cc1c(C)nn(C)c1C | i | 0.4 | -5.6 | -2.3 | i | -1.6 | -0.7 | 1.8 | -0.9 | -3.0
Cc1c(C(=O)N2CCCCC2)c(S(=O)(=O)N2CCN(c3ccc(F)cc3)CC2)c(C)n1C | i | -0.2 | 7.7 | 0.3 | i | 2.7 | -1.9 | -2.7 | 0.0 | -2.2
COc1ccc(C(=O)/C=C/Nc2ccc(S(=O)(=O)Nc3cccc(C(C)=O)c3)cc2)cc1 | i | 2.8 | -8.0 | 8.8 | i | -4.1 | 0.3 | 3.1 | -2.6 | 0.7
COc1ccc(-c2noc(=O)n2Cc2ccc(C#N)cc2)cc1 | i | 0.0 | -11.7 | -2.7 | i | 0.0 | 0.0 | -1.8 | -0.3 | 3.5
Fc1ccc(OCc2nn[nH]n2)c(F)c1 | i | -1.1 | 0.8 | 2.4 | i | 2.9 | -1.7 | -0.7 | 0.9 | -0.3
Cc1ccc(S(=O)(=O)N2CCCC(C(=O)NCc3cccnc3)C2)cc1Cl (configuration not stated) | i | -0.4 | -2.0 | -0.8 | i | 2.1 | -3.4 | 4.1 | -0.8 | -2.9
Cc1onc(-c2ccccc2Cl)c1C(=O)OCC(=O)Nc1cccc(S(=O)(=O)N2CCOCC2)c1 | i | 1.0 | -9.0 | -1.4 | i | -3.0 | 0.0 | 5.8 | 1.8 | 1.8
Cc1cccc(N2CCN(C(=O)C3CCN(c4nnc(-n5cccc5)s4)CC3)CC2C)c1 (configuration not stated) | i | -0.1 | -4.2 | -2.2 | i | -2.7 | 0.0 | -4.3 | -1.8 | 5.4
COc1ccc(CNC(=O)Nc2ccc3c(c2)c(=O)n(C)n3Cc2cc(C)cc(C)c2)cc1 | nt | 1.0 | nt | 1.2 | i | -2.7 | 1.4 | -0.3 | -1.6 | -0.5
COc1ccc(C(=O)Nc2ccc(S(=O)(=O)N(C)c3ccccc3)cc2)cc1 | i | 1.8 | -21.9 | -9.1 | i | -5.9 | 1.1 | -1.2 | 0.8 | 6.7
C#CCSc1nnc(C)c(C)n1 | i | -1.0 | -4.9 | -3.6 | i | -1.7 | 1.3 | 0.6 | -1.4 | -1.3
OCCCNc1ncnc2oc(-c3ccccc3)c(-c3ccccc3)c12 | nt | -0.4 | -6.8 | -4.0 | i | -1.6 | 0.7 | -3.6 | -4.5 | -4.8
N#Cc1nc(COc2ccccc2)oc1N1CCC(Cc2ccccc2)CC1 | i | 2.3 | 0.4 | 2.7 | i | -2.3 | 3.1 | 0.0 | -1.2 | -2.4
Cc1nn(CCc2nn[nH]n2)c2nc(-c3ccc(C4CCCCC4)cc3)cc(C(F)(F)F)c12 | nt | 3.0 | -7.4 | 28.4 | i | 8.7 | 0.9 | 15.5 | 2.6 | 40.2*
CN(C)C(=O)CCC(=O)N1CCCCC1C(=O)Nc1ccc(Oc2ccccc2F)cc1 (configuration not stated) | i | -0.5 | -5.7 | -0.9 | i | 3.7 | -3.0 | 0.2 | 2.9 | 5.2
COc1ccc2c(c1OC)C(=O)N1C(C(=O)O)Cc3c([nH]c4ccccc34)C21 (configuration not stated) | nt | -0.6 | -3.6 | 6.2 | i | 1.0 | 1.8 | -10.4 | 3.4 | 0.7
CCC(=O)Nc1nc2ccccc2n1Cc1ccccc1Cl | i | -1.9 | -2.2 | -3.3 | i | 3.2 | -1.4 | 3.4 | -1.6 | 6.0
COc1ccc(/C=N/Nc2nc(-c3cccnc3)nc3ccccc23)cc1OC | i | 4.4 | -4.3 | -2.3 | i | -2.6 | 0.8 | -0.5 | -3.7 | -6.1
Nc1cc(N)cc(C(=O)c2ccccc2)c1 | i | 0.1 | nt | 5.7 | i | -21.5 | 0.1 | 3.4 | -8.9 | -14.8
O=C(Cc1ccccc1[N+](=O)[O-])NC1CC1 | i | -1.2 | -3.1 | 8.7 | i | -2.1 | -0.4 | 12.1 | 1.9 | -1.2
COc1cc(/C=C(\NC(C)=O)C(=O)NC(C)(C)C)ccc1OC(C)=O | i | -1.5 | -2.1 | -0.9 | i | 4.1 | 1.2 | -5.0 | 3.2 | -5.5
Cc1cccc(NS(=O)(=O)c2ccc(C(=O)NCC(c3ccco3)N3CCCCC3)cc2)c1C (configuration not stated) | i | 0.0 | 1.2 | 1.8 | i | -3.2 | 0.1 | 0.4 | 3.8 | -4.2
COc1ccc(CN(C)C(=O)c2cccc(S(=O)(=O)N3CCN(c4ccccc4)CC3)c2)c(OC)c1OC | i | 0.3 | -1.2 | -0.3 | i | -3.6 | 7.2 | -1.8 | 0.2 | 2.1
COc1ccc(N(C)C(=O)Cc2c(C(=O)O)[nH]c3ccccc23)c(OC)c1 | i | -1.1 | 0.9 | -1.5 | i | -3.8 | -0.5 | -2.8 | 5.0 | 1.9
O=S1(=O)CC=C(CSC(=S)NC2CCS(=O)(=O)C2)C1 (configuration not stated) | i | 0.8 | -2.2 | -2.9 | i | -1.0 | 2.6 | -6.1 | 0.6 | -0.6

Exported with the structure last: part of the list above
| Neddyl block | LMPTP inh | Scp1 inh | NadD inh | Rpn11 block | DNMT1 inh | STEP inh | CSN deneddyl inh | Rin1 Abl inh | SUMO1-SIM PPI | Molecule |
| --- | --- | --- | --- | --- | --- | --- | --- | --- | --- | --- |
| i | -0.1 | -4.2 | -2.2 | i | -2.7 | 0.0 | -4.3 | -1.8 | 5.4 | Cc1cccc(N2CCN(C(=O)C3CCN(c4nnc(-n5cccc5)s4)CC3)CC2C)c1 (configuration not stated) |
| i | -1.1 | -10.9 | 7.1 | i | 3.3 | -1.3 | -1.0 | 0.1 | 2.7 | CCN(C[C@H]1N[C@@](Cc2ccccc2)(C(=O)OC)[C@H]2C(=O)N(C)C(=O)[C@@H]12)C(=O)Nc1ccc(C(F)(F)F)cc1 |
| i | -1.2 | -3.1 | 8.7 | i | -2.1 | -0.4 | 12.1 | 1.9 | -1.2 | O=C(Cc1ccccc1[N+](=O)[O-])NC1CC1 |

(continued)
Compound | Neddyl block | LMPTP inh | Scp1 inh | NadD inh | Rpn11 block | DNMT1 inh | STEP inh | CSN deneddyl inh | Rin1 Abl inh | SUMO1-SIM PPI
COc1cc(C2C(C#N)=C(N)N(N(C)C)C3=C2C(=O)CC(C)(C)C3)cc(OC)c1OC (configuration not stated) | i | -0.1 | -9.1 | -5.0 | i | -0.9 | -1.9 | -8.8 | -0.5 | 1.6
O=C(O)c1cccc(S(=O)(=O)Nc2ccc3c(c2)OCO3)c1 | i | -0.5 | 5.0 | -2.2 | i | -8.5 | 2.1 | -0.1 | -0.7 | 1.0
CCCC(CCC(=O)Nc1nccs1)C(=O)O (configuration not stated) | i | 0.3 | -4.1 | 2.3 | i | -1.8 | 0.1 | -2.4 | 2.6 | 1.2
CC(=O)N1CCCC1C(=O)O (configuration not stated) | i | -1.3 | -6.3 | 3.4 | i | -0.1 | 0.4 | -0.5 | -5.2 | 1.6
CCOc1cnc(-c2c(-c3c(F)cccc3Cl)noc2C)o1 | i | 6.0 | 5.2 | -0.3 | i | -13.5 | 1.6 | -14.7 | 4.2 | -3.3
CCOC(=O)COc1cc(Br)c(C2NC(=O)NC(C)=C2C(C)=O)cc1OCC (configuration not stated) | i | -0.5 | -3.8 | 4.3 | i | -0.9 | 13.9 | 2.7 | -2.9 | -3.8
Cc1ccc(C)c(NC(=O)c2cc3c([nH]c4ccccc43)c(C)n2)c1 | i | -1.1 | 1.0 | 11.4 | i | 26.2 | -2.1 | -2.5 | -0.7 | -7.1
CCC1CN(C(=O)Nc2cccc(C)c2)c2cc(C)ccc2O1 (configuration not stated) | i | 1.9 | 2.2 | 7.5 | i | -0.2 | 2.3 | -0.8 | 1.6 | 1.3
Cc1[nH]c(=O)[nH]c(=O)c1S(=O)(=O)N1c2ccc(F)cc2CCC1C (configuration not stated) | i | -1.5 | -2.4 | 1.4 | i | -2.2 | -5.0 | 3.2 | 4.0 | -1.4
Cc1ccc(C2=NN=C(NC(=O)C(F)(F)F)SC2)cc1 | i | -1.2 | -0.7 | 15.9 | i | -14.7 | 1.7 | -4.4 | 0.9 | -6.6
CC(=O)Nc1cc(-c2ccc(C(=O)N3CCOCC3)cc2)cn2c(-c3ccc(F)c(Cl)c3)cnc12 | i | 1.8 | nt | 1.4 | i | -2.3 | 3.2 | 2.4 | 0.4 | -17.8
NS(=O)(=O)c1ccc(CCNC(=O)CCNC(=O)c2ccco2)cc1 | i | -1.5 | -3.4 | -4.4 | i | 1.4 | -1.2 | 1.0 | 1.5 | 1.2
Cc1ccc2c(SCC(=O)NCc3ccco3)nc(-c3ccc(F)cc3)nc2c1 | i | -0.4 | 0.8 | 0.9 | i | 17.6 | 2.2 | 4.6 | 0.4 | -3.8
Brc1ccccc1CN1CCC(Cc2ccccc2)CC1 | i | -0.8 | 1.4 | -5.4 | i | 0.5 | 1.3 | 1.7 | 1.8 | 1.3
Cc1ccc(-c2cc(C(=O)N3CCC(C)CC3)c3ccccc3n2)cc1 | i | -0.7 | -1.8 | 2.9 | i | -0.8 | 1.8 | 2.8 | -0.7 | -2.6
Cc1c(-n2cccc2C=O)cccc1[N+](=O)[O-] | i | -0.5 | 2.2 | 0.6 | i | 2.7 | -1.8 | 4.0 | -4.2 | -4.9
CC(OC(=O)Cn1cc(C(F)(F)F)ccc1=O)C(=O)NC(C)c1ccc(Cl)cc1Cl (configuration not stated) | i | 0.3 | -2.8 | -4.6 | i | 2.1 | 1.4 | 0.3 | -2.7 | -4.1

Screening data deposited in PubChem by several laboratories.
